# CRFBP-R2 block – antagonists of CRF-binding protein/CRF-R2 receptor complex | HEK293 CRF-R2/CRF-BP, CRF-induced calcium fluorescence | inhibition, % at 11.8 µM | actives 0.59% (n = 350,000);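 active = inhibition of the ligand-induced calcium signal above about 50% at the single tested concentration, limit read from the data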
# MEKK2wt PB1 HTS – raises or lowers MEK5 binding to wildtype human MEKK2 PB1 domain. Q9Y2U5. bead flow cytometry, Alexa488-MEK5 binding to MEKK2 WT; actives lie on both sides. binding response (% of control), % at 10 µM. actives 1.1% (n = 290,000); in the data active = binding response below about 67% or above about 130%
# MEKK2mut PB1 HTS – signal of MEK5 binding to mutant human MEKK2 PB1 domain. bead flow cytometry, Alexa488-MEK5 binding to MEKK2 mutant. percent response, % at 10 µM. actives 0.35% (n = 290,000); in the data active = percent response above about 24%, passing the limit was not always enough; also: inactives centre near 1; some results filed as inactive read as strong as hits
# GalR3 antagonist – antagonists of human GalR3; actives 0.44% (n = 360,000); HEK293 GalR3-CNG cAMP membrane potential fluorescence; galR3 body fused to GalR1 C-terminus; inhibition, % at 3 µM;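 active = inhibition above the screen-wide average plus 3 SD, cut at about 13% in these data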;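 also: forskolin and galanin both at EC90 stimulate the cells; cAMP rise reported by CNG channel membrane potential dye signal; 0% = forskolin plus galanin with DMSO and 100% = forskolin alone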
# Target sequence (O60755 1-299 limits assumed): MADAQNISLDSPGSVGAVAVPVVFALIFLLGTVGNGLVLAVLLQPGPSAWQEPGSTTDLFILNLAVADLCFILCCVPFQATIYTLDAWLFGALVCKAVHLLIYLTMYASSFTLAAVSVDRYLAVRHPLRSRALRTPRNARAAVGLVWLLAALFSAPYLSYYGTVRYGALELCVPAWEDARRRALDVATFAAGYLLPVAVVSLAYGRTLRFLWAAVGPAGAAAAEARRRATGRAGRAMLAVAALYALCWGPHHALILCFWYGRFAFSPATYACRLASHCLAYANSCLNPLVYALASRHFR
# MEKK3 PB1 HTS – raises or lowers MEK5 binding to the human MEKK3 PB1 domain; Q99759; bead-based flow cytometry, Alexa488-MEK5 binding to MEKK3; actives lie on both sides; 0 = blocked by unlabeled MEK5, 100 = vehicle; binding response (% of control), % at 10 µM; actives 1.4% (n = 290,000);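 active = binding response more than 3 SD above or below the average of its plate-row segment, actives on both sides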;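 also: Alexa488 bead fluorescence after subtracting the streptavidin-only scavenger bead signal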
# Target sequence (Q99759 whole entry, looked up, the tested form may be a part): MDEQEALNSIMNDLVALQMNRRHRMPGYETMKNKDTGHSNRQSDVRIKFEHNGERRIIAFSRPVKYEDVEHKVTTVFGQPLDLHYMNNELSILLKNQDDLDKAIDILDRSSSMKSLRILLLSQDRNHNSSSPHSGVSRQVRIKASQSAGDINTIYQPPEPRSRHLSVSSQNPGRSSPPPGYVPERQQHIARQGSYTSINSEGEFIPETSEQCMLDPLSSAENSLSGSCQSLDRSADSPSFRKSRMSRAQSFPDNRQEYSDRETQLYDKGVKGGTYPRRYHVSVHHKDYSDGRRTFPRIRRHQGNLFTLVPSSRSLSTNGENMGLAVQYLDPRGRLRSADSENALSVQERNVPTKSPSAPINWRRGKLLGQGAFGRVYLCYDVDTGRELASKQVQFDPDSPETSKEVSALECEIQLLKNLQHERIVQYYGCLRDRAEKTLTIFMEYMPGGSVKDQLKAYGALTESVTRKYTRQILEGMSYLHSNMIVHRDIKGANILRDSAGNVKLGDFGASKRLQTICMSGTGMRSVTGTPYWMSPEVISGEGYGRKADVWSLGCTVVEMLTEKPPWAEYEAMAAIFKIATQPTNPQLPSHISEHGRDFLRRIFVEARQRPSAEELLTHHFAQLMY
# CRFR2-BP ag – CRF-BP/CRF-R2 complex agonism; HEK293 CRF-R2/CRF-BP, calcium dye fluorescence (FLIPR); percent of saturating CRF peptide response; activation, % at 13.2 µM; actives 0.46% (n = 350,000);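 active = activation of at least 50%, plus an integration ratio under a set limit after plate pattern correction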;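 also: plate controls were neutral control wells without compound for no effect and CRF at EC100 for full effect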
# UBC9 SUMO inh – SUMOylation inhibition | HTRF SUMOylation assay, SAE1/SAE2 + UBC9, in vitro | AID 2006 | actives 0.36% (n = 290,000) | inhibition, % at 35 µM; in the data active = inhibition above about 50%, passing the limit was not always enough; also: strong numbers were not always called active
# Target sequence (P63279 whole entry, looked up): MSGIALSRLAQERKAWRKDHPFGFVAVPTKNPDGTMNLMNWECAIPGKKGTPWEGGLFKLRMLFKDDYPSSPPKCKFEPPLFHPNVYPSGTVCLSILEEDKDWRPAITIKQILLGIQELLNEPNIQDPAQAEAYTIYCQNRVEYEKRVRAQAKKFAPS
# FID counter – fluorescent intercalator displacement, NS3 helicase counter-screen; inhibition, % at 7.9 µM; DNA fluorescent intercalator displacement, fluorescence; actives 0.17% (n = 290,000); in the data active = inhibition above about 37%;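 also: 0% = vehicle and 100% = reference compound; higher means more ethidium bromide displaced from hairpin DNA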
# NS3 helicase inh – blocks Hepatitis C virus NS3 helicase unwinding | NS3 helicase DNA unwinding, Cy5 molecular beacon fluorescence | inhibition, % at 10.9 µM | actives 0.56% (n = 290,000) | AID 1800;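 active = inhibition above the mean of all tested compounds plus 3 SD, set per campaign, cut at about 35% in these data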;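 also: 0% = DMSO wells and 100% = thioflavine S control wells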
#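 Measured by: Cy5 fluorescence, 0 and 60 min reads / Assay system: NS3 helicase fragment of HCV / Control set: low DMSO, high thioflavine S at 110 µM / Times: 1 h reaction at 25 °C, ATP-initiated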
# Numbers without * were called inactive; . = no result given. Not all compounds are listed. The share of hits here may be higher or lower than overall.
SMILES,CRFBP-R2 block,MEKK2wt PB1 HTS,MEKK2mut PB1 HTS,GalR3 antagonist,MEKK3 PB1 HTS,CRFR2-BP ag,UBC9 SUMO inh,FID counter,NS3 helicase inh
Cc1cccc(CC2CC(=O)N(c3ccc(C)cc3Br)C2=O)c1 (centres undefined),1.7,99.0,4.0,-3.5,100.0,-0.8,5.3,-22.1,-4.5
COc1ccc(/C=C2\CCc3c2nc2ccccc2c3C(=O)O)cc1OC,-16.7,98.0,3.0,0.1,102.0,40.6,28.9,-8.8,14.1
CCc1nn(CC(=O)NCCc2ccc(S(N)(=O)=O)cc2)c(=O)c2cc3sccc3n12,-0.5,98.0,0.0,.,102.0,0.2,16.4,0.1,-0.3
COC(=O)c1ccc(-c2noc(CN(Cc3ccncc3)CC3CCCO3)n2)cc1 (centres undefined),-5.6,92.0,-13.0,-0.5,107.0,1.3,-2.0,-28.5,-2.5
COc1ccc2c(c1)-c1nc(N)sc1CC2,-7.0,98.0,1.0,1.2,99.0,-2.2,28.0,8.1,-0.5
CCn1cc([N+](=O)[O-])c(C(=O)N2N=C(c3ccccc3)CC2c2ccc([N+](=O)[O-])cc2)n1 (centres undefined),-19.0,96.0,-4.0,-5.0,96.0,-4.4,-13.4,-15.7,-15.4
O=C(Nc1ccn(Cc2ccccc2F)n1)c1ccc(COc2cccc(Br)c2)cc1,-7.1,110.0,4.0,-1.1,103.0,4.2,1.6,-9.7,-11.7
COCC1CCN(C(=O)C2CCC(=O)N(Cc3cccc(C(F)(F)F)c3)C2)CC1 (centres undefined),7.7,96.0,4.0,-5.0,101.0,-1.1,-1.3,-33.1,6.7
CCC(=O)N1CCN(c2ccc(NC(=S)NC(=O)COc3ccccc3)cc2)CC1,-4.0,105.0,6.0,-6.2,103.0,6.8,-1.3,-23.4,3.3
Nc1ccc(NC(=O)NC2CCCCC2)cc1[N+](=O)[O-],3.7,95.0,-9.0,2.6,93.0,-6.4,-14.0,17.5,-4.0
CC1CCCC(C)N1CC(O)COc1ccc(Cl)cc1 (centres undefined),-16.5,106.0,4.0,-3.5,104.0,2.9,15.0,3.5,2.1
COc1ccccc1NC(=O)c1cc(S(=O)(=O)N2CCOCC2)ccc1Cl,6.3,105.0,3.0,2.9,101.0,0.3,4.1,-16.7,3.8
O=S(=O)(Nc1cc(Cl)ccc1N1CCCCC1)c1cccs1,3.2,95.0,3.0,-4.1,100.0,0.9,-17.3,4.6,9.7
Cc1cc(C)c2c(=O)[nH]c(SCc3ccc([N+](=O)[O-])cc3)nc2n1,-8.8,94.0,-11.0,-3.2,107.0,-1.2,6.2,-3.2,3.5
COc1ccc(OC)c(CNS(=O)(=O)c2cc(-c3cc(C)no3)ccc2OC)c1,-6.6,102.0,8.0,-11.0,102.0,0.4,3.2,-26.8,-5.9
COCC(=O)Nc1cc(C(=O)NCCc2ccccc2)ccc1Cl,19.7,100.0,0.0,-1.0,100.0,-3.9,-3.0,-10.0,8.9
CS(=O)(=O)N(CCc1ccccc1)CC(=O)N1CCN(c2ccccc2F)CC1,12.5,101.0,1.0,-1.6,103.0,-0.8,-17.0,-9.5,-4.5
CCOC(=O)C1(Cc2cccc(OC)c2)CCCN(CCO)C1 (centres undefined),1.8,101.0,0.0,-3.7,102.0,1.6,1.1,5.4,9.3
CN(C)CCCNC(=S)Nc1ccc(-c2ccccc2)cc1,-6.1,107.0,-1.0,-2.3,92.0,0.1,14.1,14.6,-29.2
COC(=O)c1sc(-c2ccccc2)cc1NC(=O)c1cc(OC)cc(OC)c1,-19.3,92.0,-3.0,0.8,86.0,-2.5,-4.3,3.3,-2.0

# The closing three compounds of the section before are carried over, then new ones follow.
SMILES,CRFBP-R2 block,MEKK2wt PB1 HTS,MEKK2mut PB1 HTS,GalR3 antagonist,MEKK3 PB1 HTS,CRFR2-BP ag,UBC9 SUMO inh,FID counter,NS3 helicase inh
CCOC(=O)C1(Cc2cccc(OC)c2)CCCN(CCO)C1 (centres undefined),1.8,101.0,0.0,-3.7,102.0,1.6,1.1,5.4,9.3
CN(C)CCCNC(=S)Nc1ccc(-c2ccccc2)cc1,-6.1,107.0,-1.0,-2.3,92.0,0.1,14.1,14.6,-29.2
COC(=O)c1sc(-c2ccccc2)cc1NC(=O)c1cc(OC)cc(OC)c1,-19.3,92.0,-3.0,0.8,86.0,-2.5,-4.3,3.3,-2.0
COC(=O)c1ccc(C23CC4(C2)[C@H](CN(C)[C@@H]4c2ccccc2)C3c2ccc(C(F)(F)F)cc2)cc1 (some centres undefined),-1.8,113.0,8.0,-5.7,98.0,-0.1,-7.8,.,.
COCc1cc(=O)[nH]c(N2CCN(Cc3ccc4c(c3)OCO4)CC2)n1,9.9,97.0,-2.0,-9.8,100.0,1.1,5.6,-16.0,7.9
O=c1c2ccccc2nc(SCc2cccc(F)c2)n1Cc1ccco1,-18.3,101.0,-1.0,-4.0,102.0,2.8,-11.3,-3.8,3.3
CCS(=O)(=O)c1ccc(O)c(NC(=O)CCCC(=O)O)c1,-0.3,101.0,-7.0,-3.5,90.0,1.7,8.6,-3.4,3.3
O=C(NC1CCCCC1)N(Cc1cc2cc3c(cc2[nH]c1=O)OCCO3)CC1CCCO1 (centres undefined),4.9,99.0,-3.0,-3.4,100.0,-2.0,18.3,-35.3,-10.0
CCOC(=O)c1[nH]c2ccccc2c1N=CN(C)C,42.5,98.0,-27.0,-1.0,99.0,-1.2,.,2.5,0.9
CC(C)N(C(=O)N1CCN(c2ccnc3cc(Cl)ccc23)CC1)C(C)C,-0.4,97.0,-5.0,-6.5,95.0,-4.5,-15.9,-12.8,-8.3
COc1ccc2[nH]c(=O)c(CN(CCCN(C)C)C(=O)Nc3ccc(F)cc3)cc2c1,7.9,102.0,-2.0,-4.3,92.0,1.4,9.9,8.7,-3.7
COc1ccc(N2C(=O)c3ccccc3NC2(C)C)cc1,-4.8,63.0,-16.0,-3.7,57.0,1.1,24.9,-4.0,2.1
COc1cc(C(F)(F)F)nc2ccc(C#CCOC(=O)Nc3ccccc3)cc12,19.1,97.0,-4.0,-0.3,96.0,0.8,11.7,-5.0,-10.1
COC(=O)C1=NN[C@H](C(=O)OC(C)(C)C)[C@H]1c1ccccc1,16.6,93.0,-3.0,3.4,100.0,0.1,8.7,-11.3,8.0
O=C(Cn1cc(C(=O)C2CC2)c2ccccc21)NCc1ccccc1,-1.1,102.0,4.0,-0.9,105.0,0.5,15.0,-6.8,-3.5
COc1ccc(CCN(C)C2CCCN(C(=O)Cn3cccn3)C2)cc1OC (centres undefined),-2.7,97.0,-2.0,-8.9,98.0,1.8,.,-4.4,-0.5
CC(C)CCN1CN(S(=O)(=O)c2cccs2)c2nc3ccccc3nc21,9.3,103.0,6.0,0.8,102.0,-2.1,-3.7,-7.6,3.4
COc1ccc(-c2nc(C#N)c(NCCCN3CCOCC3)o2)cc1,23.5,.,.,0.9,.,3.4,27.4,5.0,-3.4
Cc1cc(C(=O)NC2CCCc3c2cnn3-c2ccc(C)c(C)c2)n(C)n1 (centres undefined),-3.2,100.0,1.0,99.0*,99.0,-2.4,2.9,-62.8,-2.0
O=C(N/N=C\c1ccccc1)c1ccccc1-n1cccc1,-16.3,96.0,-1.0,-8.6,99.0,-0.2,4.3,-4.7,-29.0
COc1ccc(N2CCN(C(=O)Cn3nnc(-c4cccs4)n3)CC2)cc1,7.5,96.0,0.0,-6.0,99.0,-1.1,-1.3,-8.3,1.6
O=C(COc1ccc(Cl)cc1Cl)NCCCn1ccnc1,-1.3,111.0,5.0,-5.5,98.0,-1.8,14.2,2.1,1.0
O=C(c1ccc2ccccc2n1)N1CCN(c2ccccc2O)CC1,-20.1,98.0,18.0,-0.5,100.0,-1.2,-17.8,-17.3,2.9

# Compound profiles, from the list above. Values in the order: CRFBP-R2 block | MEKK2wt PB1 HTS | MEKK2mut PB1 HTS | GalR3 antagonist | MEKK3 PB1 HTS | CRFR2-BP ag | UBC9 SUMO inh | FID counter | NS3 helicase inh
# COc1ccc2[nH]c(=O)c(CN(CCCN(C)C)C(=O)Nc3ccc(F)cc3)cc2c1 is listed with 7.9 | 102.0 | -2.0 | -4.3 | 92.0 | 1.4 | 9.9 | 8.7 | -3.7
# Cc1cc(C(=O)NC2CCCc3c2cnn3-c2ccc(C)c(C)c2)n(C)n1 (centres undefined) is listed with -3.2 | 100.0 | 1.0 | 99.0* | 99.0 | -2.4 | 2.9 | -62.8 | -2.0
# CC(C)N(C(=O)N1CCN(c2ccnc3cc(Cl)ccc23)CC1)C(C)C is listed with -0.4 | 97.0 | -5.0 | -6.5 | 95.0 | -4.5 | -15.9 | -12.8 | -8.3

# Remaining list, next part
SMILES,CRFBP-R2 block,MEKK2wt PB1 HTS,MEKK2mut PB1 HTS,GalR3 antagonist,MEKK3 PB1 HTS,CRFR2-BP ag,UBC9 SUMO inh,FID counter,NS3 helicase inh
COc1ccc(NC(=O)N(CCCN2CCOCC2)Cc2cccnc2)c(OC)c1,-21.5,114.0,10.0,1.9,109.0,1.8,.,-0.4,-10.2
OCCN(Cc1ccccc1)Cc1ccc(F)c(F)c1,-9.1,100.0,-2.0,.,97.0,-3.3,2.4,4.2,1.6
COc1ccc(NC(=S)N=Nc2c(O)[nH]c3ccccc23)cc1,8.0,98.0,1.0,-1.4,101.0,-1.4,-13.4,-0.7,-4.3
CCOC(=O)CC(=O)CSc1nc(-c2ccc3c(c2)OCO3)cc(C(F)(F)F)c1C#N,-77.7,98.0,7.0,.,100.0,37.0,-12.0,-7.4,37.2*
Cc1ccnc(N/C=C(/NC(=O)c2ccccc2)C(=O)NN)n1,10.2,94.0,-5.0,-3.5,102.0,-1.6,0.7,-9.7,-8.4
COc1ccc(N2CCN(C(=O)CSc3nnc(NC(=O)C4CC4)s3)CC2)cc1,5.6,89.0,-10.0,1.9,99.0,-1.7,6.8,-4.8,-0.6
Cc1ccc(OCCn2c(C)c(/C=N/n3cnnc3)c3ccccc32)cc1,7.6,101.0,1.0,-6.5,97.0,1.7,33.2,-22.8,-20.8
Cc1cc(NC(=O)CCCn2cc([N+](=O)[O-])cn2)n(Cc2ccc(F)cc2)n1,2.1,110.0,4.0,-8.1,97.0,-1.8,19.1,-6.4,-12.2
COc1ccc(COCC(CC(C)C)N2CCN(C(=O)c3cccc(C(F)(F)F)c3)CCC2=O)cc1 (centres undefined),-19.3,84.0,-7.0,-3.3,80.0,1.2,-16.9,-48.0,-0.3
COc1cccc(NC2C=CS(=O)(=O)C2)c1 (centres undefined),-5.0,107.0,5.0,1.8,105.0,-2.4,4.1,-3.5,-0.1
CN1C2C=C(N(CCc3ccccc3)C(=O)c3ccc(Cl)cc3)CC1CC2 (centres undefined),-0.9,101.0,-6.0,-7.7,105.0,-0.5,-3.7,14.4,-6.0
COCCn1c(C)cc(C(=O)CSc2nc3ccccc3c(=O)[nH]2)c1C,1.1,98.0,-2.0,-6.0,100.0,0.3,20.9,-10.3,4.1
O=C(CC1Oc2ccccc2NC1=O)NCCCN1CCN(Cc2ccccc2)CC1 (centres undefined),40.1,121.0,3.0,.,103.0,-0.8,1.5,8.4,-13.7
Cc1ccc2cc(CCNC(=O)CC(C)C)c(=O)[nH]c2c1,-0.3,105.0,9.0,1.9,103.0,4.1,-1.7,-6.3,-5.8
O=S(=O)(c1ccc(Cl)cc1)N1CCN(c2ncccn2)CC1,7.5,99.0,2.0,-7.7,100.0,0.7,8.2,-2.7,10.6
COc1ccc2oc(C(=O)OCC(=O)N3C(C)CCCC3C)c(C)c2c1 (centres undefined),-0.1,100.0,6.0,-3.2,100.0,-3.3,14.5,-23.2,0.7

# Screening results (PubChem)
